KDM5B inhibitor – inhibitors of human KDM5B histone demethylase | KDM5B demethylase, FDH-coupled NADH fluorescence (FDH is formaldehyde dehydrogenase) | Potency, µM (doses to about 57.7 µM), without a hit: top-dose activity change, negative = inhibition, actives largely listed as inhibitors | 2.6% of 220,000 active | AID 1347165; active = well fitted inhibition curve with a large enough effect; inconclusive = small, poorly fitted or top-dose-only effect; inactive = no such curve, though single readings can be large or run the other way; note: 0% is about no effect; nearly all actives have a fitted effect of over 70% in size
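KDM5BΔAP (200 nM final) in 50 mM HEPES pH 7.5, 0.01% Tween-20 was preincubated 10 min at RT with compound over a concentration range. Substrate mix (H3K4me3 12.5 µM, α-KG 25 µM, Fe²⁺, ascorbate, NAD⁺, FDH) was added, and NADH fluorescence change over 30 min gave dose-response curves.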
* marks the source's active call; other numbers are inactive results; ? = inconclusive; & = joins results of further samples; [ ] = remark or other dose. Potency is the fitted concentration of half-maximal effect. Some of the compounds tested, so the mix of outcomes need not match the whole.

KDM5B inhibitor | Molecule
-5% | CCC(NC(=O)C1CCN(C(=O)c2cccc3ccccc23)CC1)c1ccc(Cl)cc1 (stereo not given)
? | CC(C)C[C@@H](N)C(=O)N1CCC2(CC1)Nc1ccccc1NC2=O
-4% | CCCN(CCC)C(=O)CSc1c2c(nc3ccc(Cl)cc13)CCCC2
19% | Cc1cc2cc(NS(=O)(=O)c3ccccc3)ccc2[nH]1
-17% | Cc1ccc(-c2cc(C(=O)NCCNC(=O)c3ccco3)c3ccccc3n2)c(C)c1
? | COc1cc(-c2nc3ccccn3c2Nc2ccc3c(c2)OCO3)cc(OC)c1O
? | CCN(c1ccccc1C)S(=O)(=O)c1nnc(NC(=O)c2ccc(OC)c(OC)c2)s1
-17% | CCOc1ccc(N(CC)S(=O)(=O)N2CCCC(C(=O)NCc3ccc(Cl)cc3)C2)cc1 (stereo not given)
16% | COc1cc(/C=C(/C#N)c2ccc(Cl)cc2)cc(Cl)c1OCc1ccccc1C#N
-49% | CC1(C)O[C@H]2[C@@H](O1)[C@@H](C(=O)Nc1cc(F)ccc1F)O[C@@H]1OC(C)(C)O[C@@H]12
21% | CCOC(=O)N1CCN(C(=O)c2ccc(NS(=O)(=O)c3ccc(C)cc3)cc2)CC1
3% | Cc1cc(C)c2oc(C(=O)Nc3sc4c(c3C(=O)NCc3ccco3)CCC4)cc(=O)c2c1
-5% | CCOC(=O)C1CCC(CN(Cc2c(Cl)cccc2Cl)S(=O)(=O)c2ccc(Cl)cc2)CC1 (stereo not given)
-20% | COc1cccc(C(=O)N2CCC(N3C[C@H](O)C[C@H]3C(=O)Nc3cccc(C)c3)CC2)c1
-19% | Cc1nc(CN2CCN(C(=O)c3cnc(-c4cccnc4)nc3)CC2)no1
? | O=C(Nc1ccc(Cl)nc1)c1ccc2cncn2c1
? | Cc1ccc(C(=O)Nc2nc3ccc(S(=O)(=O)N(C)C)cc3s2)cc1C
2% | O=C(NCCc1ccccc1)C(=O)NCC(c1ccco1)S(=O)(=O)c1ccccc1 (stereo not given)
-8% | COc1ccc(C(=O)Nc2nnc(S(=O)(=O)N3CCN(c4ccc(F)cc4)CC3)s2)cc1
? | COc1cccc(N2CCN(C(=O)c3cc4c(=O)n(Cc5cccnc5)ccc4nc3C)CC2)c1
? | Cc1ccc(-c2cc(=O)c3ccc4ccccc4c3o2)cc1
13% | CNC(=O)c1cc[nH]c1C1CCCN(C(=O)CC2=CCCCC2)C1 (stereo not given)
3% | Cc1nc(N2CCC(NC(=O)c3ccc(F)cc3)CC2)cc(C(F)(F)F)n1
18% | CC(C)C(NC(=O)CCNC(=O)c1ccccc1Cl)c1nc2ccccc2[nH]1 (stereo not given)
? | Cc1cccc(C(=O)N2CCCC(c3nn[nH]n3)C2)c1 (stereo not given)
-23% | COc1ccccc1/C=N\O
-17% | N#Cc1ccccc1NC(=O)C(=O)NCC(c1ccc2c(c1)OCO2)N1CCOCC1 (stereo not given)
18% | CC(=O)Oc1ccc2c(C)c(CC(=O)Nc3ccc4c(c3)OCCO4)c(=O)oc2c1
-12% | COc1ccc(Cl)cc1NC(=O)N1CC(=O)Nc2sc3c(c2C1c1ccccc1)CCCC3 (stereo not given)
23% | O=S1(=O)c2ccc(Br)cc2OC[C@@H](Cc2ccccc2)N1Cc1cn(Cc2ccc(F)cc2)nn1
? | CCc1ccc2oc(-c3cc(NC(=O)c4cccs4)ccc3Cl)nc2c1
? | Cc1cccc(-c2onc3ccc(C(=O)/C=C/N(C)C)cc23)c1
26% | O=C(NC1CCCC1)C(c1cccnc1)N(Cc1ccccc1F)C(=O)c1csnn1 (stereo not given)
? | CCN1CCN(c2oc(/C=C/c3ccc(OC)c(OC)c3)nc2C#N)CC1
-31% | Cc1cc(N)n(CC(=O)N[C@@H]2COCC[C@H]2Oc2ccc(C(N)=O)cc2)n1
-6% | COCCN(C(=O)/C=C/c1cccc([N+](=O)[O-])c1)c1c(N)n(Cc2ccccc2)c(=O)[nH]c1=O
24% | CN(Cc1ccccc1)C(=O)NC1CCCC(C(F)(F)F)C1 (stereo not given)
2% | CCc1ccccc1NC(=O)CN1CCCN(Cc2cc(C)ccc2C)S1(=O)=O
24% | CC(=O)N[C@@H](Cc1c[nH]c2ccccc12)C(=O)N1CCC(C)CC1
-7%[115 µM] | CCc1ccccc1CN1CCC2(CC1)Cc1ccccc1CNC2=O
-3% | O=C(NC1CCCC1)C1CCN(C(=O)N2CC3CC(C2)[C@H]2CCCC(=O)N2C3)CC1 (stereo not given in full)
-13% | COc1ccc(/C=C(\NC(=O)c2ccccc2)C(=O)NCc2ccco2)cc1
5% | CCNS(=O)(=O)c1cccc(C(=O)OCc2nc3ccccc3nc2C)c1
16% | O=C(c1cc2c(s1)CCC(C(=O)N1CCN(c3ccccc3)CC1)C2)N1CCOCC1 (stereo not given)
21% | CN(Cc1cccnc1)c1nc2c(c(=O)[nH]1)CCN(Cc1ccccc1C(F)(F)F)CC2
-12% | Cc1ccccc1N1Cc2c(NCC3CCCCC3)ncnc2N(C)CC1=O
-12%[86.2 µM] | Fc1ccc2nc(CO[C@H]3CN(CC4CC4)C[C@H]3F)[nH]c2c1
16% | O=C(NCCc1cccnc1)c1ccccc1F
-2% | Cc1cccc(N2CCN(c3nc4ccc(C(=O)c5ccccc5)cc4n4cnnc34)CC2C)c1 (stereo not given)
? | Cc1ccc(C)c2c(C)c(C(=O)N3CCCC(O)(CN4CCCC4)C3)[nH]c12 (stereo not given)

More entries:
KDM5B inhibitor | Molecule
? | COC(=O)c1sc(NC(=O)/C=C/c2ccc(OC)c(OC)c2)c(C(=O)OC)c1C
-4%[115 µM] | O=C1NCC2(CCN(C(=O)c3ccc(Cl)cc3)CC2)Oc2ccccc21
0% | CCONC(=O)C(C)Oc1cccc(C)c1C (stereo not given)
16% | CCOc1ccc(NC(=O)N2CC3CC(C2)[C@H]2CCCC(=O)N2C3)cc1 (stereo not given in full)
12% | CCOCCCNC(=O)COc1ccc2c(=O)c(-c3ccc(Cl)cc3)c(C)oc2c1
-11% | Clc1cccc(-c2csc(NC3CC3)n2)c1
-23% | CCCCNC(=O)c1noc(-c2ccc(C#N)cc2)n1
-24%[86.2 µM] | COc1ncccc1-c1ncc2c(n1)OCCN(Cc1ccc(F)cc1F)C2=O
? | Cc1oc2c(c1C(=O)NCCN1CCCC(C)C1)CN(Cc1cccc(F)c1)CC2 (stereo not given)
-6% | COCCNC(=O)C1c2ccccc2C(=O)N(Cc2ccco2)C12CCCC2 (stereo not given)
53%[activator] | Cc1cc(S(=O)(=O)Nc2c(NC3CCCC3)c3ccccc3oc2=O)ccc1F
? | Cc1oc2c(c1C(=O)NCCCN1CCCCC1)CN(Cc1ccccc1)CC2
? | Cc1ccc(-c2cc(C(=O)N/N=C/c3ccc(Cl)cc3)n[nH]2)o1
-30% | O=C(NC1CCCCC1)[C@@H]1C[C@@H](O)CN1C1CCN(C(=O)C2CCC2)CC1
-9% | CCC(C(=O)Nc1sccc1C#N)c1ccccc1 (stereo not given)
? | Cc1ccc2oc(C(=O)N3CCC(c4nc5ccccc5o4)CC3)c(C)c2c1
-3% | O=C(COc1ccc(OCc2ccccc2)cc1)OCC(=O)c1cc2ccccc2o1
-22% | CCOc1ccc(NC(=O)Cn2c(=O)n(Cc3ccco3)c(=O)c3oc4ccccc4c32)cc1
3% | CN(CCC(C)(C)O)C(=O)c1cc2c(C(F)(F)F)nn(C)c2s1
-15% | Cc1ccc(NC(=O)NCc2c(C)nn(C)c2C)c(C)c1
9% | O=C(c1ccccc1OCC1CCCN(C(=O)c2n[nH]c3ccccc23)C1)N1CCOCC1 (stereo not given)
? | Cc1ccc(S(=O)(=O)N2CCN(Cc3ccccc3Cl)CC2)cc1
2% | CCc1cn[nH]c1C1CCCN(C(=O)c2cccnc2SC)C1 (stereo not given)
7% | COc1ccc(-c2ccn[nH]2)cc1
-2% | Cc1ccc(CN(C)C(=O)CSc2nc3ccccc3o2)o1

For reference, 6 of the compounds above:
KDM5B inhibitor | Molecule
-15% | Cc1ccc(NC(=O)NCc2c(C)nn(C)c2C)c(C)c1
9% | O=C(c1ccccc1OCC1CCCN(C(=O)c2n[nH]c3ccccc23)C1)N1CCOCC1 (stereo not given)
? | Cc1ccc(S(=O)(=O)N2CCN(Cc3ccccc3Cl)CC2)cc1
2% | CCc1cn[nH]c1C1CCCN(C(=O)c2cccnc2SC)C1 (stereo not given)
7% | COc1ccc(-c2ccn[nH]2)cc1
-2% | Cc1ccc(CN(C)C(=O)CSc2nc3ccccc3o2)o1

Remaining list, next part.
KDM5B inhibitor | Molecule
-14% | CC(=O)c1ccc(SCC(=O)Nc2ccc(N3CCCC3=O)c(C)c2)c(F)c1
41%[activator] | O=C(NCC1(c2ccccc2F)CCCC1)[C@H]1CCC[C@@H](O)C1
8% | CC12CC3CC(C)(C1)CC(C(=O)NC(C)(C)CO)(C3)C2
22% | COCCC1CCCCN1C(=O)c1cc(COc2cccc(C(C)=O)c2)on1 (stereo not given)
-1% | NC(=S)N/N=C/c1coc2ccc(Br)cc2c1=O
-3% | COc1ccc(-c2nnc(SCC(=O)Nc3cc(OC)cc(OC)c3)[nH]c2=O)cc1
? | O=C1N[C@H](CCC(=O)N2CCC(c3nnc4ccccn34)CC2)C(=O)Nc2ccccc21
? | CC(C)c1nc2ccc(C(=O)NCCCN3CCN(c4cccc(Cl)c4)CC3)cc2o1
-7% | Cc1cccc(CNC(C)CN2CCCCC2)c1 (stereo not given)
-8%[149 µM] | O=C(NC1CC1)C1CCc2nnc(-c3cccc(C(F)(F)F)c3)n21 (stereo not given)
0% | Cc1ccc(NC(=O)N[C@H]2C[C@@](O)(C(=O)N[C@@H](Cc3ccc(O)cc3)C(N)=O)C[C@@H](O)[C@@H]2O)cc1
? | COc1ccc2c(c1)c1c(c(=O)n(-c3cccc(C)c3)c(=O)n1CC(=O)NCc1ccc(C)cc1)n2C
-9% | CCCc1ccc(S(=O)(=O)N(C)S(=O)(=O)c2ccc(F)cc2)cc1
35µM* | COc1ccc(-c2ccnc(-c3nnc(C)n3C3CCCCC3)c2)cc1OC
-8%[86.2 µM] | Cc1ccc(S(=O)(=O)N(C)C(C)c2cccs2)cc1 (stereo not given)
27% | COc1ccccc1C1C(C(N)=O)=C(C)Nc2nc(CCCO)nn21 (stereo not given)
14µM* | COc1ccccc1CNC(=O)c1cc2c(N(C)Cc3ccccc3)nc(C)cn2n1
18%&9% | COCCCNC(=O)c1ccc2c(=O)n(Cc3ccc(OC)cc3)c(=O)[nH]c2c1
3% | Clc1ccccc1-c1csc(NC2CC2)n1
-18% | Cc1cc2c(cc1S(=O)(=O)Nc1cccc(Cl)c1C)OCCN2C
17% | Cn1nc(C(=O)OC2CCCCC2=O)c2ccccc2c1=O (stereo not given)
26% | O=C(O)CCS(=O)(=O)Nc1ccccc1
34%[86.2 µM] | CN(Cc1ccc(-c2ccccc2)cc1)C(=O)Cc1ccc(F)cc1
-11% | COc1ccc(CN2C[C@H](O)C[C@H]2c2nc(-c3cccc([N+](=O)[O-])c3)no2)c(OC)c1OC
19% | O=C(C1CCC1)N1CCN(C(=O)Cc2ccsc2)[C@H]2CS(=O)(=O)C[C@H]21

Entries above marked active in KDM5B inhibitor.
KDM5B inhibitor | Molecule
35µM* | COc1ccc(-c2ccnc(-c3nnc(C)n3C3CCCCC3)c2)cc1OC
14µM* | COc1ccccc1CNC(=O)c1cc2c(N(C)Cc3ccccc3)nc(C)cn2n1

The listing continues.
KDM5B inhibitor | Molecule
18% | CCC(NC(=O)CCc1ccsc1)c1ccccc1OC (stereo not given)
-27% | Cc1ccc(OCC(=O)Nc2nonc2-c2ccc(Br)cc2)cc1C
38% | COc1ccccc1CNC(=O)CN1C(=O)NC(C)(c2ccc(C)cc2)C1=O (stereo not given)
-5% | Cc1nc2c(c(-c3ccc(O)cc3)n1)CN(Cc1ccc(F)cc1)CC2
7% | Cn1cccc1CN1CCCC2(CC(c3cccc(C(F)(F)F)c3)=NO2)C1 (stereo not given)
31% | CCOc1ccc2nc(NC(=O)c3nc(SCC)ncc3Cl)sc2c1
-27%[115 µM] | COC(=O)[C@@H]1Cc2nc[nH]c2CN1C(=O)c1ccccc1
4% | Cc1ccc(NC(=O)CN2CCN(C(=O)CN(C)Cc3cnn(-c4ccccc4)c3)CC2)cc1
? | CCc1ccccc1NC(=O)C1CCCN(c2ncccn2)C1 (stereo not given)
16% | CN(C)CCCNC(=O)c1c(OCC2CC2)cc(=O)n2c1CCCCC2
-23% | CCOc1ccc2c(c1)c(=O)c(C(=O)c1ccc3c(c1)OCO3)cn2Cc1cccc(F)c1
-19%[86.2 µM] | Clc1ccc(CNC[C@H]2Cn3c(-c4ccccc4)cnc3CO2)cc1

Three compounds already listed, ordered by molecular weight, falling:
KDM5B inhibitor | Molecule
16% | CN(C)CCCNC(=O)c1c(OCC2CC2)cc(=O)n2c1CCCCC2
? | CCc1ccccc1NC(=O)C1CCCN(c2ncccn2)C1 (stereo not given)
-27%[115 µM] | COC(=O)[C@@H]1Cc2nc[nH]c2CN1C(=O)c1ccccc1

Assay outcomes (PubChem)
